p53 reactivator = qHTS assay for re-activators of p53 using a Luc reporter; Potency, µM (doses to about 92.2 µM), inactives show at the top dose activity change, positive = activation, actives largely listed as activators; 0.063% of 320,000 active; H1299 p53-A138V BP100-luciferase reporter, luminescence, 24 h; further: potency means the concentration at half of the fitted maximal effect; % of control where 0% means no effect; nearly all actives have a fitted effect of over 45% in size
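p53-null H1299 cells stably carrying temperature-sensitive p53-A138V and a BP100-luciferase reporter were pinned with compounds (4-point, 1:5 series) and held 24 hrs at 37 deg C. Luminescence was read 10 min after detection reagent.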
TSG101-PTAP inh = qHTS Assay for Iinhibitors of HIV-1 Budding by Blocking the Interaction of PTAP/TSG101 | Potency, µM (highest dose often 115 µM), inactives show at the highest dose activity change, negative = inhibition, usual class: inhibitors | Tumor susceptibility gene 101 protein (Homo sapiens), Q99816 | 340,000 tested, under 10 active | Fluorescence polarization, FITC-PTAP peptide / Tsg101 binding; active means well fitted inhibition curve with a large enough effect in the main read-out, with a control signal flat, not every such curve was filed as active; inconclusive means small, poorly fitted or top-dose-only effect, or effect the other way, or a change in a side signal; inactive means no such curve, though single readings can be large or run the other way; further: potency means the concentration at half of the fitted maximal effect; % of control where 0% means no effect
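Fluorescence anisotropy tracks displacement of a FITC-tagged PTAP peptide (50 nM) from the Tsg101 binding domain (10 uM), following a 20 min room-temperature incubation at pH 7.5.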
BRCA1 expr up = qHTS Assay to Identify Small Molecule Activators of BRCA1 Expression. MCF7-BRCA1-FFLuc reporter, luminescence, 48 h; response scale: scaled: vehicle 0%, 10 µM genistein 100%. Potency, µM (highest dose often 46.1 µM), without a hit: at the highest dose activation, actives largely listed as activators. 1.1% of 380,000 active. AID 624202, 2012; further: potency means the concentration at half of the fitted maximal effect; nearly all actives have a fitted effect of over 80% in size; some results filed as inactive show a strong effect at the top dose
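Activators of BRCA1 expression were detected as increased firefly luciferase luminescence in engineered MCF7 cells after 48 h compound incubation. Signals were scaled to genistein 10 microM as full activation.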
S-ASM inh = Inhibitors of Secretory Acid Sphingomyelinase (S-ASM): qHTS; Sphingomyelin phosphodiesterase (Homo sapiens), P17405; placental ASM, HMU-PC fluorogenic substrate, 60 min; Potency, µM (doses to about 57.5 µM), for inactives: at the highest dose activity change, negative = inhibition, usual class: inhibitors; 0.006% of 340,000 active; further: potency means the concentration at half of the fitted maximal effect
Target sequence (P17405 47-631 limits assumed): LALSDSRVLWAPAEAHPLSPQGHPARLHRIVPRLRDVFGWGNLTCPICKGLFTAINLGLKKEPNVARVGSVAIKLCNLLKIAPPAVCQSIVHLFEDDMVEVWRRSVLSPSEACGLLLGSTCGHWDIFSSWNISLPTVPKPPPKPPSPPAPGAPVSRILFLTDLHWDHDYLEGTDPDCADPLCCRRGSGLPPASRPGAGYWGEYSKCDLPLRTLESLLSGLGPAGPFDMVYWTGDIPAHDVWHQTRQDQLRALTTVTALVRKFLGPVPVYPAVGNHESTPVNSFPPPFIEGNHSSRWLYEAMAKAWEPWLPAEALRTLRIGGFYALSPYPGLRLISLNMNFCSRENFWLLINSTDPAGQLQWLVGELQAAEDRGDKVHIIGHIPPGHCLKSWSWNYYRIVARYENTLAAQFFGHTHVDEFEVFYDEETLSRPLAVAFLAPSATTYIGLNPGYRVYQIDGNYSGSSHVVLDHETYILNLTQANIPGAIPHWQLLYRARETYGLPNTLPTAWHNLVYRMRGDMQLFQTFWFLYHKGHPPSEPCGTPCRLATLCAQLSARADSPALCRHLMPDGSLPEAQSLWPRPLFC
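Steps: dispense placental human ASM, pin compound, wait 10 min at room temperature, add HMU-PC0 substrate at 9 uM final, incubate 60 min at 37 °C, add stop solution raising pH to 10, read fluorescence.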
TRPV1 ag = HTS Assay for Compounds that Act as Agonists of the Vanilloid Receptor 1; Transient receptor potential cation channel subfamily V member 1 (Homo sapiens), Q8NER1; TRPV1-expressing cells, Fluo-8 calcium influx, agonist mode; activation, % at 8.33 µM; 0.19% of 320,000 active; in the data active means activation above about 80%; inconclusive means between about 30% and that limit; further: 0% is about no effect
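TRPV1-expressing cells were cultured overnight at 35.5C and loaded with Fluo-8 calcium dye for 40 to 90 min at room temperature. After a 10 s baseline, compound was added and calcium influx was read kinetically for 3 min (ex 480/em 520 nm).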
uPA surface inh = qHTS for Inhibitors of Cell Surface uPA Generation | cell surface uPA generation assay, qHTS | AID 540303, 2011 | 0.31% of 330,000 active | Potency, µM (top dose mostly 38.3 µM), without a hit: top-dose activity change, negative = inhibition, actives largely listed as inhibitors; active means well fitted inhibition curve with a large enough effect; inconclusive means small, poorly fitted or top-dose-only effect; inactive means no such curve, though single readings can be large or run the other way; tested in mouse RAW 264.7 cells; further: potency means the concentration at half of the fitted maximal effect; on the % scale 0 is the no-effect control and ±100 the full control effect; nearly all actives have a fitted effect of over 55% in size
Integrin act MD = qHTS for Activators of Integrin-Mediated Alleviation for Muscular Dystrophy; alpha7betagal myoblasts, beta-gal FDG fluorescence, 48 h; Potency, µM (series often up to 38.3 µM), inactives show at the top dose activation, usual class: activators; 0.064% of 350,000 active; AID 624291, 2012;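 further: potency means the concentration at half of the fitted maximal effect; 100% = response of the positive control SU9516; nearly all actives have a fitted effect of over 60% in size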
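Alpha7betagal+/- myoblasts (passage 13) were plated 16-24 hr, then exposed to compounds (1:260 dilution of DMSO stock) for 48 hours at 37C. After MPER lysis, β-galactosidase reporter activity was read as FDG fluorescence (ex 480/em 540) after 30 minutes.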
B2AR arrestin = qHTS assay of beta-arrestin-biased ligands of beta2-adrenergic receptor; Beta-2 adrenergic receptor (Homo sapiens), P07550; beta-arrestin recruitment to beta2AR, cell-based reporter; Potency, µM (top dose mostly 46.1 µM), for inactives: at the top dose activation, hits mostly activators; 0.02% of 330,000 active; AID 492947, 2010;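 further: potency means the concentration at half of the fitted maximal effect; 0% = DMSO controls and full agonism = EC100 isoproterenol or metaproterenol; nearly all actives have a fitted effect of over 65% in size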
Target sequence (P07550 whole entry, looked up): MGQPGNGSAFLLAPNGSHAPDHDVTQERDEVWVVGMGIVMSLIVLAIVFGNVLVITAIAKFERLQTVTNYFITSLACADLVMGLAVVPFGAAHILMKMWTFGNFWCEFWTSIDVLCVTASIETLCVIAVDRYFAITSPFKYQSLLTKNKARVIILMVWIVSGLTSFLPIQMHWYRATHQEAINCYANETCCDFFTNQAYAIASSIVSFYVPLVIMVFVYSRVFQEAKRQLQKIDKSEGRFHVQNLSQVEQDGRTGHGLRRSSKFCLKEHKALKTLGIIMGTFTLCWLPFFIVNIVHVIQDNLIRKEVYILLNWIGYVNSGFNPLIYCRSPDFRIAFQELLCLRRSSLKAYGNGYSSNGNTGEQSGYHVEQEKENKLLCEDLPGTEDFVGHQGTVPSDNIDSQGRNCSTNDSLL
ELG1 genotox = qHTS screen for small molecules that induce genotoxicity in human embryonic kidney (HEK293T) cells expressing luciferase-tagged ELG1; Potency, µM (series often up to 46 µM), without a hit: at the highest dose activity change, positive = activation, hits mostly activators; AID 504466, 2011; HEK293T ELG1-luciferase reporter, luminescence, 16 h; 1.3% of 330,000 active; further: potency means the concentration at half of the fitted maximal effect; % of control where 0% means no effect; nearly all actives have a fitted effect of over 60% in size
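Genotoxic stress is detected as increased luminescence from luciferase-tagged ELG1 in HEK293T cells, measured with ONE-Glo after a 16 hr treatment at 37 °C.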
Eya2 inh = qHTS Assay for Inhibitors of the Phosphatase Activity of Eya2; Potency, µM (series often up to 76.9 µM), without a hit: top-dose activity, negative = inhibition, hits mostly inhibitors; recombinant Eya2, OMFP fluorescence dephosphorylation (OMFP is methylfluorescein phosphate); 0.006% of 330,000 active; Protein phosphatase EYA2 (Homo sapiens), O00167; AID 488837, 2010; further: potency means the concentration at half of the fitted maximal effect; on the % scale 0 is the no-effect control and ±100 the full control effect
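Eya2 (0.2 uM) preincubated 10 min at ambient with compound, then OMFP substrate added at 50 uM; 10 min reaction in 50 mM HEPES pH 7.5, 50 mM NaCl, 5 uM MgCl2, 0.05% BSA, 1 mM DTT. Fluorescence read at Ex 485/Em 525 nm.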
USP2a block = qHTS Assay for Inhibitors of Ubiquitin-specific Protease USP2a Using CHOP2 as the Reporter. USP2 core, Ub-CHOP2 coupled fluorogenic reporter, 485/531. AID 463254, 2010. 0.01% of 330,000 active. Potency, µM (top dose mostly 38.3 µM), for the others: at the top dose activity change, negative = inhibition, most hits filed as inhibitors;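 further: potency means the concentration at half of the fitted maximal effect; plate controls were DMSO wells for no effect and full inhibition by NEM control for full effect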
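Cell-free coupled assay: 10nM USP2 core preincubated 30min RT with compound in Tris-HCl pH 8.0/CaCl2/CHAPS buffer, then 25nM Ub-CHOP2 and 25nM reporter substrate; fluorescence (Ex 485/Em 531) read after 60min RT, normalized to NEM inhibition, concentration-response curves fitted.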
* = called active by the depositor; ? = inconclusive; . = not tested or not shown; [ ] = remark or other dose. Unless noted, the call rests on the fitted dose curve; in most records, active means well fitted curve in the direction sought with a large enough effect; inconclusive means small, poorly fitted or top-dose-only effect, or another doubt; inactive means no such curve, though single readings can be large; an effect the other way counts as inactive or inconclusive.

Second line of a record – p53 reactivator	TSG101-PTAP inh	BRCA1 expr up	S-ASM inh	TRPV1 ag	uPA surface inh	Integrin act MD	B2AR arrestin	ELG1 genotox	Eya2 inh	USP2a block
COC(=O)c1ccc(CSc2nnc(CS(=O)Cc3ccc(Br)cc3)n2-c2ccccc2)cc1 (centres undefined)
 : -3%	-4%	-34%	-7%	3	-6%	15%	-0.9%	-1%	-4%	3%
COc1ccc(N(CC(=O)NCc2ccc(Cl)cc2)S(=O)(=O)c2c(C)nn(C)c2C)cc1
 : 5%	-1%	-32%	3%	0	-11%	20%	0.5%	-1%	-1%	-11%
O=C(c1cc(COc2ccc(F)cc2Cl)on1)N1CCCCCC1
 : 15%	2%	?	19%	25	35%[activator]	21%	0.4%	?	-9%	1%
CC1CCC/C=C/C(=O)c2c(O)cc(O)cc2CC(=O)O1 (centres undefined)
 : -13%	-1%	-89%	-10%	1	?	-52%[inhibitor]	-0.3%	-22%	0%	-2%
Nc1cc(N)nc(SCCOc2ccccc2F)n1
 : ?	-3%	93%	0%	1	-2%	-6%	-0.9%	?	1%	0%
S=C1NC2=C(CCCC2=C2SCCCS2)C(c2ccccc2)N1 (centres undefined)
 : 1%	0%	-56%	5%	3	4%	43%	-1.0%	0%	-1%	-3%
CCCn1c(N)c(N2CCCCC2)c(=O)n(CC(=O)Nc2ccc(OC(F)(F)F)cc2)c1=O
 : 2%	-4%	11%	0%	0	8%	-3%	-0.1%	0%	-5%	0%
O=c1[nH]c(Cc2ccc(F)cc2)nc2scc(-c3ccc(F)cc3)c12
 : 14%	-1%	4%	-3%	3	5%	17%	0.0%	5%	-2%	0%
CC1(C)NC(=O)N(CC(O)CN2C(=O)CCC2=O)C1=O (centres undefined)
 : -7%	-2%	-18%	5%	-1	.	6%	-0.3%	-1%	13%	2%
CCCCCN(C(=O)CCC(=O)OCC(=O)N1CCCC(C)C1)c1c(N)n(CCCC)c(=O)[nH]c1=O (centres undefined)
 : 6%	-4%	-6%	-2%	0	-1%	-16%	-1.0%	-1%	5%	1%
COc1cccc(NS(=O)(=O)c2c(C)n(C)c(=O)n(C)c2=O)c1
 : -6%	-4%	-17%	1%	-5	-3%	2%	-0.6%	-3%	-3%	3%
CS(=O)(=O)c1ccc(Cl)c(NC(=O)CN2CCN(C(=O)c3cccs3)CC2)c1
 : 9%	-4%	-11%	1%	.	3%	-9%	-0.3%	0%	3%	3%
COc1ccc(N(C)C(=O)c2cc3c(s2)-c2ccc(Cl)cc2S(=O)(=O)C3)c(OC)c1
 : -3%	-5%	-65%	-7%	6	1%	4%	-0.2%	-4%[9.26 µM]	-8%	0%
COc1ccc(CC(C)Nc2ccccc2F)cc1 (centres undefined)
 : ?	-7%	50%	-3%	2	2%	-29%	-0.5%	15%	-13%	-1%
COCCCn1c(SCC(=O)Nc2ccc(NC(=O)c3ccco3)c(OC)c2)nc2ccccc2c1=O
 : 1%	1%	1%	185%	-3	-1%	9%	-0.7%	1%	-3%	-1%
Oc1ccc2cc(Br)ccc2c1CN1CCCC1
 : -1%	-10%	-13%	13%	2	-6%	?	0.0%	-4%	-1%	0%
Cn1cc(/C=N/NC(=O)COc2ccccc2[N+](=O)[O-])c2ccccc21
 : ?	-3%	31%	-18%	-2	8%	0%	0.1%	1%	-6%	2%
CC1CCCC(C)N1C(=O)CNCc1ccc2c(c1)OCO2 (centres undefined)
 : .	-2%	1%	6%	1	-21%	-2%	-3.9%	0%	-2%	4%
COC(=O)C1=C(C)N=C2SCCC(=O)N2C1c1cc(Br)ccc1OC (centres undefined)
 : -4%	-1%	-23%	-1%	-1	1%	-24%	-0.6%	0%	6%	-2%
CC[C@]12c3[nH]c4ccccc4c3CCN1C(=O)C(CC(=O)NCc1cccc(C(F)(F)F)c1)C[C@@H]2C(=O)N1CCN(C(=O)c2ccco2)CC1 (some centres undefined)
 : -14%	-1%	-17%	2%	.	-7%	6%	-0.5%	-2%	-15%	-2%

Next section, overlapping the part above by 2 compounds.
Second line of a record – p53 reactivator	TSG101-PTAP inh	BRCA1 expr up	S-ASM inh	TRPV1 ag	uPA surface inh	Integrin act MD	B2AR arrestin	ELG1 genotox	Eya2 inh	USP2a block
COC(=O)C1=C(C)N=C2SCCC(=O)N2C1c1cc(Br)ccc1OC (centres undefined)
 : -4%	-1%	-23%	-1%	-1	1%	-24%	-0.6%	0%	6%	-2%
CC[C@]12c3[nH]c4ccccc4c3CCN1C(=O)C(CC(=O)NCc1cccc(C(F)(F)F)c1)C[C@@H]2C(=O)N1CCN(C(=O)c2ccco2)CC1 (some centres undefined)
 : -14%	-1%	-17%	2%	.	-7%	6%	-0.5%	-2%	-15%	-2%
Cc1ccc(Cl)cc1NC(=O)C(=O)N/N=C/c1ccc2c(c1)OCO2
 : 1%	-5%	9%	1%	3	1%	0%	0.3%	?	2%	1%
Cc1ccc(NC2=C(Cl)C(=O)OC2OC(C)C)cc1 (centres undefined)
 : 1%	-2%	-6%	2%	8	-14%	7%	-0.1%	1%	7%	0%
CCCc1cc(=O)[nH]c(SCc2csc(-c3ccccc3)n2)n1
 : 11%	-1%	-6%	-1%	-8	11%	-17%	1.7%	4%	0%	-2%
Cc1ccccc1C(=O)Nc1ccc(C(=O)NNC(=O)CCCOc2ccc(Cl)cc2Cl)cc1
 : -4%	-2%	17%	0%	0	.	7%[7.66 µM]	-0.1%	1%	-9%	4%
CCC(=O)c1ccc(OCC(O)Cn2nc(C)c(Br)c2C)cc1 (centres undefined)
 : 2%	0%	-19%	-6%	-3	?	-2%	-0.4%	-1%	-1%	-3%
CC1(C)C(=O)Nc2ccccc2N1C(=O)COC(=O)c1cccc(O)c1
 : 2%	0%	-27%	2%	.	6%	-18%	-0.3%	-5%	-17%	5%
O=C(Cn1c(=O)oc2cc(S(=O)(=O)N3CCCCCC3)ccc21)NC1CCCCCCC1
 : 4%	0%	5%	2%	?	?	-5%	0.4%	2%	-8%	0%
CCCCC(=O)N/N=C(\C)CC(=O)Nc1cc(Cl)ccc1OC
 : 0%	-7%	-34%	2%	-3	2%	12%	-0.2%	2%	?	0%
CCOC(=O)c1cccc(N2C(=O)C3C(C(=O)NC4CC4)C4(C)C=CC3(O4)C2C(=O)NC(C)(C)C)c1 (centres undefined)
 : -4%	-4%	0%	0%	0	3%	14%	-0.1%	0%	7%	3%
CC(NC(=O)NC12CC3CC(CC(C3)C1)C2)C1CCCO1 (centres undefined)
 : -9%	-5%	1%	0%	-3	-2%	-4%	-1.1%	1%	0%	0%
Nc1nc(SCC(=O)NCC2CCCO2)[nH]c(=O)c1NC(=O)c1ccco1 (centres undefined)
 : -1%	-12%	-1%	3%	-6	10%	-5%	-0.5%	0%	4%	-1%
Cc1ccc(C(=O)NNC(=S)Nc2cccc(Cl)c2Cl)cc1[N+](=O)[O-]
 : 8%	-8%	-3%	-1%	0	.	3%[7.66 µM]	-1.5%	6%	-16%	1%
CCCCn1c(N)c(N(Cc2ccccc2OC)C(=O)C2=COCCO2)c(=O)[nH]c1=O
 : -6%	-7%	-2%	7%	-4	4%	8%	0.0%	19%	3%	1%
Cc1ccc(S(=O)(=O)N2CCOC2CNC(=O)C(=O)NCCCc2ccccc2)cc1 (centres undefined)
 : -6%	.	-34%	1%	1	?	-30%	4.7%	-12%	7%	-1%
CC1CCCCC1NC(=O)c1ccc(S(=O)(=O)NNC(=O)c2ccncc2)cc1 (centres undefined)
 : -4%	0%	-11%	1%	1	-1%	11%	-0.3%	5%	6%	2%
O=S(=O)(NCCc1ccncc1)c1ccccc1
 : -11%	-1%	-17%	-1%	-6	-10%	23%	0.7%	-1%	-3%	7%
COc1cc(NC(=O)c2cccc(C)c2)c(Cl)cc1[N+](=O)[O-]
 : -3%	0%	14%	11%	5	-4%	28%	0.6%	-1%	-18%	0%
Cc1cccc(NC(=O)CSc2n[nH]c(-c3ccncc3)n2)c1C
 : 0%	-1%	2%	1%	-3	-3%	-52%[inhibitor]	-0.8%	3%	1%	0%
O=C(Nc1ccccc1)c1cc2ccccc2o1
 : ?	1%	104%	0%	?	-5%	8%	-0.4%	?	-18%	-2%

Compound activity from PubChem.
